# Bioassay records from PubChem BioAssay.
# NALP1 inh: inhibitors of NALP1 inflammasome in yeast | AID 2071 | 280,000 compounds, 0.61% hits | S. cerevisiae NALP1/ASC/caspase-1 growth, X-gal OD620, 72 h | inhibition, % at 10 µM; in the data active means inhibition mostly above about 24%, no sharp cut-off; inactive means mostly below about 32%; further: some compounds called inactive have numbers as strong as hits
# IDE cell activ: boosts human insulin-degrading enzyme activity in HEK cells | 340,000 compounds, 0.073% hits | activation, % at 5.96 µM | FAbeta-B cleavage, fluorescence polarization; 0% vehicle, 100% cell-free pure enzyme wells | AID 493087 | P14735;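 active means activation above the mean of all tested compounds plus 3 SD, set per screening campaign, cut at about 17% in these data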
# M18AAP inhibitor: PfM18AAP enzyme inhibition; recombinant PfM18AAP, H-Glu-NHMec fluorogenic cleavage; inhibition, % at 7.35 µM; 290,000 compounds, 1.2% hits; AID 1822;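 active means inhibition above the campaign mean inhibition over all tested compounds plus 3 SD, cut at about 28% in these data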;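 further: 0% = plate median of test compound wells and 100% = 2 mM ZnCl2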
# IMP-1 inh: inhibitors of Pseudomonas aeruginosa IMP-1 metallo-beta-lactamase; AID 1556; 290,000 compounds, 0.45% hits; inhibition, % at 5.6 µM; purified IMP-1, nitrocefin hydrolysis, epi-absorbance fluorescence;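 active means inhibition above the mean plus 3 SD of all compounds in the same screening run, cut at about 4.5% in these data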;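 further: 0% = IMP-1 with DMSO and 100% = DMSO wells lacking enzyme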
#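 assay system = purified recombinant IMP-1 metallo-beta-lactamase enzyme | schedule = 15 min preincubation plus 25 min reaction at 25 °C | signal = Epi-absorbance fluorescence, 480 nm excitation, 530 nm emission | read-out basis = percent inhibition from optical density relative to buffer-blank wells | controls = IMP-1 with DMSO as 0%, enzyme-free DMSO as 100%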
# IDE cell inh: inhibits human insulin-degrading enzyme in HEK cells; P14735; FAbetaB cleavage, fluorescence polarization; inhibition, % at 5.59 µM; 320,000 compounds, 0.41% hits; AID 434962;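 active means percent inhibition above the average of all tested compounds plus 3 SD, set per screening campaign, cut at about 16% in these data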;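 further: IDE supplied by intact live HEK cells; FP after avidin binding of uncleaved biotin substrate so inhibition keeps polarization high; 0% = DMSO wells and 100% = 60 µM reference IDE inhibitor Ii1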
# GPR7 antagonist: blocks human GPR7 receptor signaling; GPR7-expressing cells, fluorescence antagonist assay; AID 1861; inhibition, % at 4.4 µM; 290,000 compounds, 1.1% hits; P48145; in the data active means inhibition above about 16%, passing the limit was not always enough;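 further: cells stimulated with the agonist NPW; 0% = agonist with vehicle and 100% = vehicle without agonist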
# Target sequence (P48145 whole entry, looked up): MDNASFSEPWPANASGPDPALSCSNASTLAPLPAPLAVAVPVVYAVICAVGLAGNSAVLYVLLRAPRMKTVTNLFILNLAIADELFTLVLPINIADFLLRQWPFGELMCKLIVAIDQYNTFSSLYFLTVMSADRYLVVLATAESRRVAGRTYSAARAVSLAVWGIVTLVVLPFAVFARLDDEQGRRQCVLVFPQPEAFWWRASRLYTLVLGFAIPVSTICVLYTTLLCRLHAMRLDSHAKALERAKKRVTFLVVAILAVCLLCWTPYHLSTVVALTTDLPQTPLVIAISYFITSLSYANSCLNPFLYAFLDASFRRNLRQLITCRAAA
# VIM-2 inhibitor: blocks Pseudomonas aeruginosa VIM-2 metallo-beta-lactamase | purified VIM-2, nitrocefin hydrolysis, epi-absorbance fluorescence | inhibition, % at 5.6 µM | 290,000 compounds, 0.89% hits | AID 1527;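 active means inhibition above the mean of all tested compounds plus 3 SD, cutoff set per screening run, cut at about 7.5% in these data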;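 further: red hydrolysis product quenches plate fluorescence so inhibitors raise well fluorescence; 0% = enzyme with DMSO and 100% = DMSO without enzyme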
# PHOSPHO1 block: PHOSPHO1 (human) inhibition | Q8TCT1 | recombinant PHOSPHO1, absorbance phosphatase assay | inhibition, % at 13.3 µM | 290,000 compounds, 1.1% hits; in the data active means inhibition above about 60%
# Target sequence (Q8TCT1 whole entry, looked up): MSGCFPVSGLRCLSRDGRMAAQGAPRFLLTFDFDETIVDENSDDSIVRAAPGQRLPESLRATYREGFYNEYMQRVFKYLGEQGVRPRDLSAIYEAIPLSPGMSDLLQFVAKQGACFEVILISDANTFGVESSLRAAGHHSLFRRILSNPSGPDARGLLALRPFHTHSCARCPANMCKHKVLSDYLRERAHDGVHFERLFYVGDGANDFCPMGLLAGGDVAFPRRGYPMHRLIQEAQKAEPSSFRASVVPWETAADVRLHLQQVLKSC
# p-CIP stab down: p/CIP protein destabilization; decrease of EGFP signal, % at 10 µM; F442A p/CIP-EGFP cells, EGFP fluorescence, 16 h; AID 1984; 290,000 compounds, 0.01% hits;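 active means EGFP signal decrease of at least 30% at 10 µM or well 3 SD below plate mean, unless failing retest; inactive means the rest, including hits failing retest or dose response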; further: some compounds called inactive have numbers as strong as hits; many of its hits are not listed in these tables
# * = called active by the depositor; / = not tested or not shown. Rows were taken by chance. About 5.3% of those tested had a hit in this group.
SMILES,NALP1 inh,IDE cell activ,M18AAP inhibitor,IMP-1 inh,IDE cell inh,GPR7 antagonist,VIM-2 inhibitor,PHOSPHO1 block,p-CIP stab down
CCC(=O)Nc1nc(C)c(-c2csc(Nc3cccc(O)c3)n2)s1,11,2,13,-4.1,3,-3,-1.7,27,2
CCOC(=O)c1cc(-c2cccs2)nc2onc(C)c12,5,0,-8,-2.0,2,3,-1.0,3,-1
CSc1nncc(/C(C)=N\Nc2ccccc2C)n1,-7,0,0,-4.1,7,4,-6.2,95*,-4
Cc1nccc(-c2cccc(N/N=C(\C#N)C(=O)c3ccccc3)c2)n1,-13,7,-3,-3.9,-1,-25,5.3,19,-15
CCn1cc(C(=O)N[C@H](C)c2ccccc2)c(=O)c2cc(F)c(N3CCN(C)CC3)cc21,8,0,3,-0.8,2,4,-0.3,6,-4
CCN(C1CCCCC1)S(=O)(=O)c1ccc(-n2cnnn2)c(C)c1,19,0,-5,-2.8,9,10,-3.0,10,-5
O=C(NCC1COc2ccccc2O1)c1ccc(Cl)cc1 (configuration not stated),10,4,-6,-1.5,-5,-1,-0.8,0,-9
COc1ccc(Oc2c(-c3ccc(O)cc3O)n[nH]c2C)cc1,2,0,3,-1.4,0,-6,-1.6,-8,3
Cc1cccc(OC(=O)c2cccnc2)c1,17,-2,-11,0.8,0,-10,-0.1,10,-4
Cc1cc(=O)oc2cc(NC(=O)CCOc3ccccc3)ccc12,12,2,-13,-2.4,-1,3,-3.0,28,-9
Cc1ccc(C(=O)N2CCN(S(=O)(=O)N3CCCCC3)CC2)cc1,1,5,-1,-1.9,-1,2,-1.1,23,-17
COc1ccc(NC(=O)/C(C#N)=C/c2cc(C)n(-c3ccc(N4CCOCC4)c([N+](=O)[O-])c3)c2C)cc1,26,3,-7,-2.5,-4,-3,-0.9,-3,-1
O=C(CSC1=NCCS1)Nc1ccc(S(=O)(=O)NC2CCCCC2)cc1,-1,8,-4,-1.4,-3,4,-2.3,-34,4
C/C(=N/NC(=O)CNC(=O)COc1cccc(C)c1)c1ccc(Cl)cc1,11,-2,-1,-2.7,5,-12,-3.6,23,-1
CCOC(=O)c1cccc(NS(=O)(=O)c2ccc(NC(C)=O)cc2)c1,3,-7,1,-0.7,5,-9,0.7,26,-4
COc1ccc(NC(=O)c2ccc(C)cc2)c[n+]1[O-],-9,1,2,-1.5,/,-8,-4.3,/,-7
CN(Cc1cc(=O)[nH]c2ccccc12)C(=O)c1ccccc1,9,0,8,-3.9,1,-5,0.8,22,-5
O/N=C/c1ccccc1OCc1ccccc1F,32,0,-10,-1.5,10,-8,-1.4,-3,-9
COc1ccccc1[C@@H]1C(c2cccc(C)c2)=NN(c2ccccc2)[C@H]1C(=O)N1CCOC1=O,21,1,-9,-3.0,-2,-6,-3.5,-18,-25
COc1cc(CNc2ccccc2SC)cc(OC)c1OC,5,7,-12,-0.7,-5,5,0.2,56,-8

# Shown with each value named: entries from further up
CCOC(=O)c1cc(-c2cccs2)nc2onc(C)c12
  NALP1 inh: 5
  IDE cell activ: 0
  M18AAP inhibitor: -8
  IMP-1 inh: -2.0
  IDE cell inh: 2
  GPR7 antagonist: 3
  VIM-2 inhibitor: -1.0
  PHOSPHO1 block: 3
  p-CIP stab down: -1

CSc1nncc(/C(C)=N\Nc2ccccc2C)n1
  NALP1 inh: -7
  IDE cell activ: 0
  M18AAP inhibitor: 0
  IMP-1 inh: -4.1
  IDE cell inh: 7
  GPR7 antagonist: 4
  VIM-2 inhibitor: -6.2
  PHOSPHO1 block: 95*
  p-CIP stab down: -4

# Among those listed so far, these have a cyano group:
SMILES,NALP1 inh,IDE cell activ,M18AAP inhibitor,IMP-1 inh,IDE cell inh,GPR7 antagonist,VIM-2 inhibitor,PHOSPHO1 block,p-CIP stab down
Cc1nccc(-c2cccc(N/N=C(\C#N)C(=O)c3ccccc3)c2)n1,-13,7,-3,-3.9,-1,-25,5.3,19,-15
COc1ccc(NC(=O)/C(C#N)=C/c2cc(C)n(-c3ccc(N4CCOCC4)c([N+](=O)[O-])c3)c2C)cc1,26,3,-7,-2.5,-4,-3,-0.9,-3,-1

# Next section.
SMILES,NALP1 inh,IDE cell activ,M18AAP inhibitor,IMP-1 inh,IDE cell inh,GPR7 antagonist,VIM-2 inhibitor,PHOSPHO1 block,p-CIP stab down
COc1ccc(C2CC(C)(c3ccc(OC)cc3OC)Nc3ccccc3N2)c(OC)c1 (configuration not stated),14,2,14,-3.9,-1,13,-4.3,28,-56
O=C(NNC(=O)c1ccc(O)cc1O)c1ccc(Cl)cc1,24,5,17,-2.0,2,-2,-2.8,14,-2
CCSc1nc2c(c(=O)[nH]c(=O)n2C)n1C/C=C(/C)Cl,14,4,2,-1.8,2,-14,-0.2,-25,-8
O=C(O)CSc1nc2ccccc2n1-c1ccccc1,-2,5,2,-1.7,3,1,-3.3,5,7
CCOC(=O)C1=C(C)Nc2nnnn2C1c1cccnc1 (configuration not stated),4,4,-3,-1.1,-1,-1,-2.2,-5,5
CCOC(=O)C(C(=O)OCC)C(=O)c1cc(OC)c(OC)c(OC)c1,15,1,-8,-2.7,2,10,-3.1,2,-4
COc1ccc(Cl)cc1S(=O)(=O)n1cnc2ccccc21,3,-2,-2,-1.4,1,-6,-0.8,3,0
CCOC(=O)C1CCCN(C(=O)COc2ccc(N(C)S(=O)(=O)c3ccc(F)cc3)cc2)C1 (configuration not stated),30,2,8,-2.4,-1,-13,1.9,-7,-5
COCCNC(=S)N(c1ccccc1)C(C)C,40*,3,4,-3.2,1,-10,-1.0,15,-16

# Full records as entered above. Values in the order: NALP1 inh, IDE cell activ, M18AAP inhibitor, IMP-1 inh, IDE cell inh, GPR7 antagonist, VIM-2 inhibitor, PHOSPHO1 block, p-CIP stab down
# Listed for CCOC(=O)C1=C(C)Nc2nnnn2C1c1cccnc1 (configuration not stated) : 4, 4, -3, -1.1, -1, -1, -2.2, -5, 5
# Listed for CCSc1nc2c(c(=O)[nH]c(=O)n2C)n1C/C=C(/C)Cl : 14, 4, 2, -1.8, 2, -14, -0.2, -25, -8

# Already shown: an excerpt of the list.
SMILES,NALP1 inh,IDE cell activ,M18AAP inhibitor,IMP-1 inh,IDE cell inh,GPR7 antagonist,VIM-2 inhibitor,PHOSPHO1 block,p-CIP stab down
CCOC(=O)C1=C(C)Nc2nnnn2C1c1cccnc1 (configuration not stated),4,4,-3,-1.1,-1,-1,-2.2,-5,5
CCOC(=O)C(C(=O)OCC)C(=O)c1cc(OC)c(OC)c(OC)c1,15,1,-8,-2.7,2,10,-3.1,2,-4
COc1ccc(Cl)cc1S(=O)(=O)n1cnc2ccccc21,3,-2,-2,-1.4,1,-6,-0.8,3,0
CCOC(=O)C1CCCN(C(=O)COc2ccc(N(C)S(=O)(=O)c3ccc(F)cc3)cc2)C1 (configuration not stated),30,2,8,-2.4,-1,-13,1.9,-7,-5
COCCNC(=S)N(c1ccccc1)C(C)C,40*,3,4,-3.2,1,-10,-1.0,15,-16
